Screening results (PubChem BioAssay)
FXIIa inh mix: human factor XIIa inhibitors, primary screen, biochemical, pooled compound mixtures, fluorogenic substrate. Coagulation factor XII (Homo sapiens), P00748. purified FXIIa. inhibition, % at 5 µM. 62,000 tested, 0.2% active;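 also: 0% = enzyme without compound and 100% = no enzyme blank; some results filed as inactive read as strong as hits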
CatB mix inh: cathepsin B inhibitors from pooled compounds, primary screen, biochemical, compound mixtures, AMC fluorescence; 62,000 tested, 0.06% active; P07858; Purified cathepsin B, AMC dipeptide fluorescence; inhibition, %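 (ten-compound pools at 5 µM per compound and 50 µM total)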; in the data active = inhibition above about 22%, passing the limit was not always enough;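 also: 0% = enzyme without compound and 100% = no enzyme blank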
FXIa inh mix: FXIa protease inhibitors in compound pools, primary screen, biochemical, 10-compound mixtures | inhibition, % at 5 µM | purified FXIa, fluorogenic substrate, pooled mixtures | Coagulation factor XI (Homo sapiens), P03951 | 62,000 tested, 0.19% active;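 also: each value is inhibition by a whole ten-compound pool holding the compound; 0% = enzyme with no mixture and 100% = wells lacking enzyme; strong numbers were not always called active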
CatG inh: human cathepsin G inhibitors, primary screen, biochemical, pooled compound mixtures, AMC fluorescence; purified enzyme, AMC-tetrapeptide fluorescence; inhibition, % at 5 µM (by protocol); 62,000 tested, 0.2% active; AID 581, 2007;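 active = inhibition above 20% in each of the two mixture wells holding the compound; inactive = inhibition of 20% or less in either well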;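 also: 0% = enzyme control without mixture and 100% = blank lacking enzyme; strong numbers were not always called active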
Target sequence (P08311 21-244 limits assumed): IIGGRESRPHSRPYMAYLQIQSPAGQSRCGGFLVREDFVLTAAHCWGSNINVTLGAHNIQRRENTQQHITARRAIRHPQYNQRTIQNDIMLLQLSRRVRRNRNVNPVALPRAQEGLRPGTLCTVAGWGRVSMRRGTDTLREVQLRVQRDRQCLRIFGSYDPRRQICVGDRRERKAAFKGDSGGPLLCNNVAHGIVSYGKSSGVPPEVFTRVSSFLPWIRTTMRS
CatB inh: human cathepsin B inhibitors, primary screen, biochemical, fluorogenic substrate | P07858 | purified cathepsin B, fluorescence | inhibition, %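 (tested at 10 µM)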 | 63,000 tested, 0.1% active; in the data active = inhibition above about 21%;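 also: 0% = enzyme with no compound and 100% = no enzyme blank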
C1s block: complement C1s protease inhibitors, primary screen, biochemical, 10-compound mixtures | 62,000 tested, 0.16% active | purified C1s, fluorogenic AMC substrate, pooled mixtures | AID 538, 2006 | mean inhibition % of two 10-compound mixtures (stronger effect = higher value), % at 5 µM (by protocol) | Complement C1s subcomponent (Homo sapiens), P09871;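 active = inhibition above 20% in each of the two 10-compound mixture wells holding the compound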;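 also: 0% = enzyme wells lacking compound mixture and 100% = no-enzyme blank wells; some compounds called inactive have numbers as strong as hits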
CatL block: inhibitors of human cathepsin L, biochemical; Procathepsin L (Homo sapiens), P07711; purified cathepsin L, fluorogenic substrate, fluorescence; inhibition, %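 (tested at 10 µM)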; 58,000 tested, 0.17% active; in the data active = inhibition above about 45%;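 also: 0% = enzyme with no compound and 100% = no enzyme blank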
Target sequence (P07711 114-288 limits assumed): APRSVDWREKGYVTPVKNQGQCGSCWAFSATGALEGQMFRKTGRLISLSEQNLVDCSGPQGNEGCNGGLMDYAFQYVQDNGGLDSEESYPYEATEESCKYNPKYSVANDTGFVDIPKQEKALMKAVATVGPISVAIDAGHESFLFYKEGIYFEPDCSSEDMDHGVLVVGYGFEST
Target sequence (P07711 292-333 limits assumed): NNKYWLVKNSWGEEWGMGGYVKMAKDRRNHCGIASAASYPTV
AP complement: alternative complement pathway inhibitors, primary screen, biochemical, ELISA, human serum, orthogonally pooled compounds. LPS-coated ELISA, C3 deposition; tested in compound mixtures. inhibition, % at 5 µM. 62,000 tested, 0.08% active;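 active = inhibition above 30% in each of the two pooled mixtures holding the compound, so the lower value exceeds 30%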;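 also: 0% = serum in Mg-EGTA without compound and 100% = EDTA serum blank; some compounds past the cut are filed as inactive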
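Test system: human serum alternative complement pathway, C3 deposition on LPS-coated wells; also added: Plate-bound LPS; doses: 5 µM per compound in ten-compound mixtures; schedule: 1 h at 37 °C; detection: Anti-C3 ELISA, OD 450 nm; evaluation: percent inhibition of C3 deposition onto LPS; repeats: two pool placements per compound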
CatS block: inhibitors of human cathepsin S, biochemical, compound mixtures; 62,000 tested, 0.06% active; recombinant cathepsin S, AMC dipeptide fluorescence, pooled mixtures; AID 501, 2006; P25774; inhibition, %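 (tested at 5 µM per compound within 10-compound mixtures)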; in the data active = inhibition above about 32%, passing the limit was not always enough;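 also: 0% = enzyme without compound and 100% = blank without enzyme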
Target sequence (P25774 115-331 limits assumed): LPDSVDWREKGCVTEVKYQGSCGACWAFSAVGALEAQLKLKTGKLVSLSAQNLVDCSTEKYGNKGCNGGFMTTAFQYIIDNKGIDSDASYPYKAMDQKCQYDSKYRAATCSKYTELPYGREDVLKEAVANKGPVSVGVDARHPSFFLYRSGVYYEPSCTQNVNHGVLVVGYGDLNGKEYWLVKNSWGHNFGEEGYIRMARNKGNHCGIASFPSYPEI
* marks the source's active call; other numbers are inactive results; x = not tested or not shown. Rule as the data show it, unless noted: active = inhibition above about 20% (passing the limit was not always enough); inactive = the rest. Some of the compounds tested (hit frequency here may not be typical).

SMILES | FXIIa inh mix | CatB mix inh | FXIa inh mix | CatG inh | CatB inh | C1s block | CatL block | AP complement | CatS block
Cc1ccc(-n2ncc3c(N4CCN(c5ccc(F)cc5)CC4)ncnc32)c(C)c1 | 3 | 4 | 3 | -6 | 0 | -5 | 3 | -6 | 4
CCS(=O)(=O)N1CCN(C2CCC(C)CC2)CC1 (centres undefined) | 6 | 3 | 9 | -2 | -4 | 4 | -4 | 15 | 4
O=C(NCCCn1ccnc1)C(F)(F)C(F)(F)C(=O)NCCCn1ccnc1 | 9 | 8 | 10 | 1 | -4 | 2 | -8 | -4 | 7
COc1ccc(C(CNC(=O)c2ccc(S(=O)(=O)N3CCOCC3)cc2)N2CCCCC2)cc1 (centres undefined) | 8 | 5 | 9 | 9 | -1 | 6 | -4 | 12 | -2
CCc1ccc2[nH]c(=O)c(CN(Cc3ccccc3OC)Cc3nnnn3Cc3ccco3)cc2c1 | 5 | -9 | -4 | -8 | 2 | -30 | -6 | 8 | -27
CCN(CC)CCCN(C(=O)c1cccs1)c1nc(-c2ccc(OC)cc2)cs1 | 2 | 3 | 7 | 9 | 2 | 0 | 11 | 6 | 11
CC(C)OCCCN1CN(S(=O)(=O)c2ccccc2)c2nc3ccccc3nc21 | -2 | -1 | -7 | 1 | 6 | -68 | 4 | 9 | 4
CCN(C(=O)CSc1nc2nc(C)cc(C)n2n1)c1ccccc1 | 11 | 3 | 2 | 44 | -1 | 3 | -3 | 4 | -3
COC(=O)c1ccc(Oc2ccc3nnc(C)n3n2)cc1 | 4 | 2 | 39 | 48 | -2 | 4 | 10 | 8 | -2
Cc1cc(N2CCOCC2)nc2ccc(NC(=O)CCC(=O)N3CCCCC3)cc12 | 8 | 0 | 6 | -1 | 3 | -16 | -28 | 10 | -4
COC(=O)C1=C(N)Oc2cc(C)n(Cc3cccnc3)c(=O)c2C1c1ccc(OC)c(OC)c1OC (centres undefined) | -1 | 4 | 7 | 8 | 2 | 11 | -1 | 2 | -2
CC12CN(C(=O)c3ccccc3)C3(C#N)CC1CCC23C (centres undefined) | 4 | 5 | 4 | 9 | 2 | 13 | 2 | 10 | 3
CS(=O)(=O)N(Cc1ccccc1)c1ccc(C(=O)N2CCOCC2)cc1 | 9 | 1 | 4 | -9 | 2 | 2 | 22 | -10 | 13
CCC1CCCCN1Cc1nc2c(c(=O)n(C)c(=O)n2C)n1Cc1cccc2ccccc12 (centres undefined) | 4 | 4 | 8 | 8 | 6 | 8 | 4 | 26 | 1
COc1ccc(OC)c(NC(=O)Nc2nnc(N3CCC(C)CC3)s2)c1 | 3 | 3 | 7 | -2 | -1 | 2 | -9 | 13 | -5
O=C(c1cc(S(=O)(=O)N2CCOCC2)c(Cl)cc1Cl)N1CCCCC1 | -3 | 2 | 8 | 8 | 1 | 13 | 8 | 14 | 3
COc1cc(OC)cc(-c2nc3nc(C)c(CCC(=O)NCc4ccco4)c(C)n3n2)c1 | 0 | -3 | 5 | -3 | -2 | -6 | 14 | -1 | 10
COC(=O)c1ccc(C(=O)OC)c(NC(=O)COC(=O)C23CC4CC(CC(O)(C4)C2)C3)c1 | -1 | 5 | 4 | 18 | 7 | 17 | 10 | 4 | 18
O=C(CSc1nnnn1-c1cccnc1)NCc1cccs1 | 2 | 4 | 8 | 8 | 0 | 11 | -1 | -3 | -2
COC(=O)c1ccsc1NC(=O)CN1C(=O)CCC1=O | 3 | 2 | 3 | -13 | -2 | 23 | 0 | -13 | 1
O=C(Nc1cc(=O)[nH]c2ncnn12)c1ccccc1Cl | -1 | 2 | 2 | -3 | 2 | -2 | -3 | 4 | -3
Cc1cc(=O)[nH]c(SCc2cccc(Br)c2)n1 | -21 | 0 | 2 | 7 | 6 | -10 | 2 | 16 | -5
COC(=O)CSC1=C(C#N)C(c2ccc(F)cc2)CC(=O)N1 (centres undefined) | -11 | 3 | 5 | 5 | 4 | 2 | 9 | 2 | 16
O=C(NC1=NCCS1)c1nc(-c2ccccc2)n(-c2ccccc2)n1 | 4 | 4 | 6 | 10 | 2 | 12 | 2 | 3 | 2
O=C1c2ccccc2S(=O)(=O)N1CC(O)Cn1c2ccccc2c2ccccc21 (centres undefined) | -28 | 4 | 4 | 10 | 3 | 10 | 11 | -1 | 9

Next part, overlapping the part above by 2 compounds.
SMILES | FXIIa inh mix | CatB mix inh | FXIa inh mix | CatG inh | CatB inh | C1s block | CatL block | AP complement | CatS block
O=C(NC1=NCCS1)c1nc(-c2ccccc2)n(-c2ccccc2)n1 | 4 | 4 | 6 | 10 | 2 | 12 | 2 | 3 | 2
O=C1c2ccccc2S(=O)(=O)N1CC(O)Cn1c2ccccc2c2ccccc21 (centres undefined) | -28 | 4 | 4 | 10 | 3 | 10 | 11 | -1 | 9
CC1=C(C)CC(C(=O)N2CCN(Cc3ccccc3)CC2)C(C(=O)O)C1 (centres undefined) | 5 | 1 | 0 | 4 | 2 | -18 | -6 | 13 | -5
CCn1nnnc1SCC(=O)c1ccc(NC(C)=O)cc1 | 3 | -1 | 1 | 6 | 0 | -21 | 19 | -8 | 4
O=C(CS(=O)(=O)Cc1ccccc1)N1CCN(c2cccc(C(F)(F)F)c2)CC1 | 16 | 34 | 32 | 13 | -7 | -5 | -12 | 23 | -3
Cc1c(C(=O)N2CCOCC2)[nH]c2ccc(OCc3ccccc3)cc12 | 10 | 3 | 1 | 5 | 1 | -23 | -12 | 7 | 0
O=C(CN1C(=O)NC(Cc2ccccc2)C1=O)Nc1ccccc1 (centres undefined) | 2 | -3 | 6 | 7 | 4 | 3 | -2 | 10 | 2
CCN(CC)CCN1C(=O)C(=O)/C(=C(/O)c2c(C)[nH]c(C(=O)OC)c2C)C1c1ccco1 (centres undefined) | 18 | 5 | 5 | 5 | 6 | -10 | -2 | -6 | 16
O=C(NCCn1ccc2ccccc21)c1ccc(S(=O)(=O)N2CCCCC2)cc1 | 5 | 3 | 6 | -2 | -7 | -12 | x | 19 | -7
CC(=O)Nc1nonc1-c1nc2ccccc2n1CCC#N | 2 | 3 | 2 | 11 | 2 | 11 | 5 | 3 | 17
CCCNc1cc(=O)n(C)c(=O)n1C | 0 | 1 | -8 | -1 | 5 | -43 | 0 | 1 | 3
CCc1sc(C(=O)NCc2cc(C)n(C)n2)cc1Br | 6 | -4 | 3 | -3 | -4 | -4 | -7 | 21 | -5
Cc1ccc2c(c1)CCCN2C(=O)c1ccc2c(c1)OCO2 | -16 | 3 | 4 | 7 | -4 | 10 | 12 | -1 | 7
O=c1[nH]c(CSc2nnc(-c3ccco3)n2-c2ccccc2)nc2sc3c(c12)CCC3 | 0 | 7 | 5 | 11 | 1 | 17 | -3 | 7 | -2
CCOc1ccc(OCC)c(NC(=O)CN2CCC(NC(=O)c3cccc(F)c3)CC2)c1 | 5 | -1 | 6 | 14 | 4 | 11 | x | -2 | -7
O=C(Nc1ccncc1)C1CCCN(S(=O)(=O)c2cccc3cccnc23)C1 (centres undefined) | -13 | 4 | -6 | -6 | 2 | -45 | 21 | 11 | 4
COc1cccc(-c2csc(NC(=O)C3CC3)n2)c1 | 8 | 2 | 6 | -1 | 3 | 1 | 0 | 5 | 5
CCOC(=O)c1ccc(S(=O)(=O)N2CCN(CC(=O)NC(=O)NC3CCCCC3)CC2)cc1 | -1 | -1 | 2 | 0 | -2 | -1 | 23 | 4 | -1
C=CCNS(=O)(=O)c1nc(C)c(Cl)c(C)c1C#N | 2 | 4 | 2 | -3 | 4 | -2 | 3 | -2 | 11
Cc1ccccc1C(=O)NC1CCN(Cc2nnnn2Cc2ccc(F)cc2)CC1 | 2 | -1 | -27 | -11 | 3 | -147 | 7 | 14 | -16
CS(=O)(=O)N(CC(=O)N1CCCCCC1)c1ccccc1 | 3 | -8 | 2 | 8 | 1 | -6 | 14 | -5 | 6
CCOC(=O)C1CCCN(Cc2cc(Br)c(OC)cc2OC)C1 (centres undefined) | 10 | -9 | -24 | -8 | 1 | -73 | 10 | -2 | -5
CCN(CC)S(=O)(=O)c1ccc(Br)c(OC)c1 | 1 | -3 | 9 | -1 | -2 | -38 | 26 | 2 | 5
CNC(=O)C1CC(=O)N(Cc2ccc3c(c2)OCO3)C(=Nc2ccc(OC)cc2)S1 (centres undefined) | 2 | -5 | 7 | 0 | -6 | -1 | 1 | 15 | -5
CCn1c(Sc2nc(C)nc3scc(-c4cccs4)c23)n[nH]c1=O | 0 | 1 | -3 | -7 | 0 | -8 | 2 | -8 | 2
O=S(=O)(NCc1cccnc1)c1ccc(Br)s1 | -3 | -4 | 1 | -6 | 1 | -30 | 5 | 2 | -9
c1ccc(Cn2c(Sc3nnnn3-c3ccccc3)nnc2-c2ccccc2)cc1 | 7 | 1 | 10 | 6 | -3 | 3 | -10 | 12 | -6
CCc1cccc(NS(=O)(=O)c2c(C)n[nH]c2C)c1 | 5 | 5 | -2 | 0 | 3 | 0 | 0 | 2 | 4
CCOC(=O)CNC(=O)c1c2c(nc3ccccc13)CCCC2 | -4 | 1 | 6 | -2 | 2 | -6 | x | 12 | 15

Filtered by structure, the entries above with bromine.
SMILES | FXIIa inh mix | CatB mix inh | FXIa inh mix | CatG inh | CatB inh | C1s block | CatL block | AP complement | CatS block
Cc1cc(=O)[nH]c(SCc2cccc(Br)c2)n1 | -21 | 0 | 2 | 7 | 6 | -10 | 2 | 16 | -5
CCc1sc(C(=O)NCc2cc(C)n(C)n2)cc1Br | 6 | -4 | 3 | -3 | -4 | -4 | -7 | 21 | -5
CCOC(=O)C1CCCN(Cc2cc(Br)c(OC)cc2OC)C1 (centres undefined) | 10 | -9 | -24 | -8 | 1 | -73 | 10 | -2 | -5
CCN(CC)S(=O)(=O)c1ccc(Br)c(OC)c1 | 1 | -3 | 9 | -1 | -2 | -38 | 26 | 2 | 5
O=S(=O)(NCc1cccnc1)c1ccc(Br)s1 | -3 | -4 | 1 | -6 | 1 | -30 | 5 | 2 | -9
